Spn MK inh: inhibitors of Streptococcus pneumoniae mevalonate kinase | purified MK, PK/LDH-coupled NADH absorbance 340 nm | inhibition, % at 10 µM | 0.48% of 65,000 active | AID 555;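 active means ranked among the strongest by inhibition in the single 10 µM screen, a fixed top-ranked set picked for dose follow-up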; further: no value below 0 was filed
DPM-DC inhibit: inhibitors of Streptococcus pneumoniae diphosphomevalonate decarboxylase; purified DPM-DC, PK/LDH coupled NADH fluorescence; calls only at 10 µM; 0.49% of 65,000 active;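 active means the 320 compounds with the highest percent inhibition in the single-dose primary screen, excluding strongly autofluorescent ones, cut at about 32% in these data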;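 further: kinetic rate of NADH fluorescence loss reporting ADP formed by the decarboxylase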
HT1080 cytotoxicity: HT1080 cell viability loss – fluorescence readout (AID 620); HT1080 viability, fluorescence; higher % means a stronger effect; 0.42% of 87,000 active; cytotoxicity, % at 10 µM; hits with a dose series show EC50 in µM;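 further: cells exposed to compound overnight then 4 h with Alamar Blue; 0% = vehicle DMSO and 100% = killing control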
Alkaline phosphatase: inhibition of tissue-nonspecific alkaline phosphatase – biochemical, luminescent (AID 518); purified TNAP enzyme, luminescent substrate readout; higher % means a stronger effect; 0.09% of 64,000 active; inhibition, % at 20 µM; hits with a dose series show IC50 in µM; in the data active means a potency from the dose series; inactive means the rest, 99 in 100 with inhibition below about 22%;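 further: plate controls were vehicle for no effect and reference inhibitor for full effect; many of its hits are not listed in these tables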
LYP inhibition: LYP phosphatase inhibitors, primary screen, biochemical, DiFMUP fluorescence, recombinant catalytic domain, 10 µM (AID 606) | 52,000 tested, under 10 active | one-dose inhibition, % at 10 µM; IC50 in µM for titrated hits | recombinant LYP catalytic domain, DiFMUP fluorescence; higher % means a stronger effect;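 active means IC50 under 40 µM in the dose-response test; inactive means IC50 of 40 µM or more, or never dose-tested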
Spn PMK inh: blocks S. pneumoniae phosphomevalonate kinase | purified PMK, PK/LDH-coupled NADH absorbance 340 nm | inhibition, % at 10 µM | 0.49% of 65,000 active | AID 539;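 active means top-ranked compounds by inhibition in the single 10 µM screen, taking a fixed number of the strongest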;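 further: 0% = full reaction with DMSO carrier and 100% = background rate without enzyme reaction; no value below 0 was filed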
KRASV12 cytotoxicity: viability loss of HPDE-C7K cells – cell-based, fluorescence, HTS, primary screen (AID 431). one-dose cytotoxicity, % at 10 µM; EC50 in µM for titrated hits. HPDE-C7K KRASV12 cells, Alamar Blue viability, 48 h; higher % means a stronger effect. 1.7% of 63,000 active;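 active means compounds whose percent cytotoxicity in the single-dose primary screen, scaled between solvent and toxic-drug controls, exceeds 50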;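 further: 0% = DMSO solvent wells and 100% = doxorubicin-treated wells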
HPDE-C7 viability: HPDE-C7 pancreatic duct cell viability loss – fluorescence, HTS (AID 430); HPDE-C7 pancreatic duct cells viability, fluorescence; higher % means a stronger effect; cytotoxicity, % at 10 µM; hits with a dose series show EC50 in µM; 1.8% of 63,000 active;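 further: cells exposed to compound for 48 hours before viability readout; 0% = vehicle and 100% = reference cytotoxic drug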
Bfl-1 displacement: displacement of Bid BH3 peptide from Bfl-1 – biochemical, fluorescence polarization, FITC-Bid, mouse, primary screen (AID 432); FITC-Bid BH3 peptide fluorescence polarization displacement; higher % means a stronger effect; displacement, % at 20 µM, or IC50 in µM where a hit was titrated; 0.02% of 64,000 active; in the data active means a potency from the dose series; inactive means the rest, 99 in 100 with displacement below about 15%; further: strong numbers were not always called active
Spn PMK inh pilot replicates: second read-out of Spn PMK inh, no call of its own (marks repeat the call); inhibition, %; measured here: pilot screen replicates
Spn MK inh pilot replicates: second read-out of Spn MK inh, no call of its own (marks repeat the call); inhibition, %; measured here: pilot screen replicates
DPM-DC inhibit pilot screen %: second read-out of DPM-DC inhibit, no call of its own (marks repeat the call); inhibition, %; measured here: pilot screen trials
The depositor's hits bear a star. Unless noted, no stated cut-off is given here; in the data, active means cytotoxicity above about 50%; inactive means the rest.

How did CN(C)S(=O)(=O)N(Cc1ccc(Br)cc1)c1ccccc1 do in these assays?
Spn MK inh: 7.0; DPM-DC inhibit: inactive; HT1080 cytotoxicity: 0.4%; Alkaline phosphatase: 5.7%; LYP inhibition: 5.3%; Spn PMK inh: 0.0; KRASV12 cytotoxicity: -5.8%; HPDE-C7 viability: 0.1%; Bfl-1 displacement: -4.9%

Results for Cc1cc(Oc2ccc(=O)n(C)n2)nc(Oc2ccc(=O)[nH]n2)n1 ?
Spn MK inh: 5.0; DPM-DC inhibit: inactive; HT1080 cytotoxicity: 14.3%; Alkaline phosphatase: 7.6%; Spn PMK inh: 12.0; KRASV12 cytotoxicity: 6.0%; HPDE-C7 viability: 16.2%; Bfl-1 displacement: 0.6%

Results for O=S1(=O)C[C@@H](N2CCOCC2)[C@H](N2CCOCC2)C1 ?
Spn MK inh: 6.0; DPM-DC inhibit: inactive; HT1080 cytotoxicity: 1.0%; Alkaline phosphatase: 9.4%; LYP inhibition: -7.2%; Spn PMK inh: 3.0; KRASV12 cytotoxicity: 4.4%; HPDE-C7 viability: 5.2%; Bfl-1 displacement: -2.3%

What do the screens show for `COc1cccc(C(=O)CN2C3=NCCCN3c3ccccc32)c1`?
Spn MK inh: 4.0; DPM-DC inhibit: inactive; HT1080 cytotoxicity: 1.5%; Alkaline phosphatase: 11.0%; LYP inhibition: 9.7%; Spn PMK inh: 3.0; KRASV12 cytotoxicity: 13.8%; HPDE-C7 viability: 0.2%; Bfl-1 displacement: -8.6%

How did CN1CCN(CC#CCn2c3ccccc3c3ccccc32)CC1 do in these assays?
Spn MK inh: 8.0; DPM-DC inhibit: inactive; HT1080 cytotoxicity: -5.4%; Alkaline phosphatase: 13.5%; LYP inhibition: -9.7%; Spn PMK inh: 5.0; KRASV12 cytotoxicity: 9.7%; HPDE-C7 viability: 0.4%; Bfl-1 displacement: -0.8%

How did COc1ccc(C(NC(=O)c2ccco2)c2ccc(OC)c(OC)c2)cc1 (stereo not drawn) do in these assays?
Spn MK inh: 1.0; DPM-DC inhibit: inactive; HT1080 cytotoxicity: -5.8%; Alkaline phosphatase: 12.8%; LYP inhibition: 9.1%; Spn PMK inh: 9.0; KRASV12 cytotoxicity: 1.1%; HPDE-C7 viability: -1.4%; Bfl-1 displacement: -2.5%; Spn PMK inh pilot replicates: 4.0; Spn MK inh pilot replicates: 0.5; DPM-DC inhibit pilot screen %: 0.0

What do the screens show for `O=C(O)c1cc(S(=O)(=O)N2CCCCCC2)c(Cl)cc1Cl`?
Spn MK inh: 4.0; DPM-DC inhibit: inactive; HT1080 cytotoxicity: -11.3%; Alkaline phosphatase: 2.8%; LYP inhibition: -5.5%; Spn PMK inh: 1.0; KRASV12 cytotoxicity: -14.5%; HPDE-C7 viability: -12.2%; Bfl-1 displacement: -5.2%

How did C#C[C@]1(O)CC[C@H]2[C@@H]3CCc4cc(O)ccc4[C@H]3CC[C@@]21C do in these assays?
Spn MK inh: 4.0; DPM-DC inhibit: inactive; HT1080 cytotoxicity: -3.8%; LYP inhibition: 11.3%; Spn PMK inh: 0.0

How did CCCC(=Nc1ccccc1)C1=C(O)C(C(=O)OC)C(C)(C)CC1=O (stereo not drawn) do in these assays?
Spn MK inh: 8.0; DPM-DC inhibit: inactive; HT1080 cytotoxicity: 4.9%; Alkaline phosphatase: 6.9%; LYP inhibition: 4.9%; Spn PMK inh: 7.0; KRASV12 cytotoxicity: 8.6%; HPDE-C7 viability: 5.1%; Bfl-1 displacement: 1.6%

Results for C=CCNC(=O)c1c(Cl)cccc1Cl ?
Spn MK inh: 6.0; DPM-DC inhibit: inactive; HT1080 cytotoxicity: -4.5%; Alkaline phosphatase: 11.4%; LYP inhibition: 7.7%; Spn PMK inh: 9.0; KRASV12 cytotoxicity: -13.9%; HPDE-C7 viability: -4.8%; Bfl-1 displacement: -3.9%

How did CC(C)(C)Nc1nc(NC(C)(C)C)nc(-n2ccnc2)n1 do in these assays?
Spn MK inh: 0.0; DPM-DC inhibit: inactive; HT1080 cytotoxicity: -0.9%; Alkaline phosphatase: 4.3%; LYP inhibition: 10.7%; Spn PMK inh: 0.0; KRASV12 cytotoxicity: -10.4%; HPDE-C7 viability: -17.0%; Bfl-1 displacement: 0.7%; Spn PMK inh pilot replicates: 3.5; Spn MK inh pilot replicates: 0.5; DPM-DC inhibit pilot screen %: 2.0

What do the screens show for `c1ccc2[nH]c(CN3CCN(c4ncnc5c4oc4ccccc45)CC3)nc2c1`?
Spn MK inh: 4.0; DPM-DC inhibit: inactive; HT1080 cytotoxicity: 0.9%; Alkaline phosphatase: 4.1%; LYP inhibition: -0.2%; Spn PMK inh: 0.0; KRASV12 cytotoxicity: -0.3%; HPDE-C7 viability: -2.8%; Bfl-1 displacement: 1.5%

What do the screens show for `O=C(OCC1OC2C(Oc3nc(=O)ccn32)C1O)c1ccccc1` (stereo not drawn)?
Spn MK inh: 10.0; DPM-DC inhibit: inactive; HT1080 cytotoxicity: -13.0%; Alkaline phosphatase: 9.3%; LYP inhibition: 5.7%; Spn PMK inh: 11.0; KRASV12 cytotoxicity: -7.0%; HPDE-C7 viability: -11.7%; Bfl-1 displacement: -1.1%

What do the screens show for `NC(=O)c1cnccn1`?
Spn MK inh: 1.0; DPM-DC inhibit: inactive; HT1080 cytotoxicity: 1.2%; LYP inhibition: 24.6%; Spn PMK inh: 0.0

Results for CC(=O)NC(CCS(C)(=O)=O)C(=O)Nc1nccs1 (stereo not drawn) ?
Spn MK inh: 0.0; DPM-DC inhibit: inactive; HT1080 cytotoxicity: 15.1%; Alkaline phosphatase: 8.5%; LYP inhibition: 4.1%; Spn PMK inh: 17.0; KRASV12 cytotoxicity: -1.3%; HPDE-C7 viability: -2.2%; Bfl-1 displacement: -7.2%

Results for COc1ccc(Cn2nnnc2C(c2cc3ccc(OC)cc3[nH]c2=O)N2CCCCCC2)cc1 (stereo not drawn) ?
Spn MK inh: 1.0; DPM-DC inhibit: inactive; HT1080 cytotoxicity: -2.0%; Alkaline phosphatase: 8.9%; LYP inhibition: -14.9%; Spn PMK inh: 16.0; KRASV12 cytotoxicity: -3.4%; HPDE-C7 viability: -22.9%; Bfl-1 displacement: -0.8%

What do the screens show for `O=C(CCCC(=O)N(CC(=O)NC1CCCC1)Cc1ccccc1)Nc1ccccn1`?
Spn MK inh: 3.0; DPM-DC inhibit: inactive; HT1080 cytotoxicity: -6.9%; Alkaline phosphatase: 6.6%; LYP inhibition: 6.0%; Spn PMK inh: 13.0; KRASV12 cytotoxicity: -0.4%; HPDE-C7 viability: -4.0%; Bfl-1 displacement: 1.9%

Results for CCOC(=O)/C=C1\NC(=O)CS1 ?
Spn MK inh: 0.0; DPM-DC inhibit: inactive; HT1080 cytotoxicity: -2.6%; Alkaline phosphatase: 4.6%; LYP inhibition: 12.8%; Spn PMK inh: 14.0; KRASV12 cytotoxicity: -8.9%; HPDE-C7 viability: -4.0%; Bfl-1 displacement: -1.7%

How did COc1ccccc1OCC(O)CN1C(=O)NC(C)(C)C1=O (stereo not drawn) do in these assays?
Spn MK inh: 9.0; DPM-DC inhibit: inactive; HT1080 cytotoxicity: -4.9%; Alkaline phosphatase: 4.4%; LYP inhibition: 13.0%; Spn PMK inh: 13.0; KRASV12 cytotoxicity: 14.8%; HPDE-C7 viability: -6.3%; Bfl-1 displacement: -3.1%

Results for CCS(=O)(=O)N1CCC(C(=O)NC2CCCCCCC2)CC1 ?
Spn MK inh: 0.0; DPM-DC inhibit: inactive; HT1080 cytotoxicity: 1.6%; Alkaline phosphatase: 0.9%; LYP inhibition: -2.1%; Spn PMK inh: 20.0; KRASV12 cytotoxicity: 3.8%; HPDE-C7 viability: -12.0%; Bfl-1 displacement: -6.0%; Spn PMK inh pilot replicates: 1.5; Spn MK inh pilot replicates: 2.0; DPM-DC inhibit pilot screen %: 2.0

What do the screens show for `Cn1c(=O)oc2cc(S(=O)(=O)N3CCCC(C(=O)NCc4cccs4)C3)ccc21` (stereo not drawn)?
Spn MK inh: 11.0; DPM-DC inhibit: inactive; HT1080 cytotoxicity: -4.2%; Alkaline phosphatase: 10.4%; LYP inhibition: 4.1%; Spn PMK inh: 11.0; KRASV12 cytotoxicity: -6.3%; HPDE-C7 viability: -3.9%; Bfl-1 displacement: 2.2%

How did C=CCn1c(N)c(C(=O)NC2CCCCC2)sc1=S do in these assays?
Spn MK inh: 4.0; DPM-DC inhibit: inactive; HT1080 cytotoxicity: -1.1%; Alkaline phosphatase: 14.4%; LYP inhibition: 13.8%; Spn PMK inh: 9.0; KRASV12 cytotoxicity: 5.0%; HPDE-C7 viability: -4.7%; Bfl-1 displacement: -8.5%

What do the screens show for `CCC(=O)N1CCc2cc(S(=O)(=O)NCCN3CCC(C)CC3)ccc21`?
Spn MK inh: 0.0; DPM-DC inhibit: inactive; Alkaline phosphatase: 3.5%; LYP inhibition: 2.5%; Spn PMK inh: 14.0; KRASV12 cytotoxicity: 2.9%; HPDE-C7 viability: -1.8%; Bfl-1 displacement: 2.1%

How did CC(C)Sc1nnc2n(CCc3ccccc3)c(=O)c3c4c(sc3n12)COC(C)(C)C4 do in these assays?
Spn MK inh: 0.0; DPM-DC inhibit: inactive; HT1080 cytotoxicity: -11.1%; Alkaline phosphatase: 7.6%; LYP inhibition: 0.8%; Spn PMK inh: 9.0; KRASV12 cytotoxicity: -7.3%; HPDE-C7 viability: -6.3%; Bfl-1 displacement: -4.8%

How did COC(=O)CSC1=NS(=O)(=O)c2ccccc21 do in these assays?
Spn MK inh: 9.0; DPM-DC inhibit: inactive; HT1080 cytotoxicity: 14.0%; Alkaline phosphatase: 11.3%; LYP inhibition: 2.6%; Spn PMK inh: 17.0; KRASV12 cytotoxicity: 38.5%; HPDE-C7 viability: 18.9%; Bfl-1 displacement: 32.4%; Spn PMK inh pilot replicates: 6.5; Spn MK inh pilot replicates: 3.0; DPM-DC inhibit pilot screen %: 2.5

How did Cc1ccc2c(c1)N(CCCC(=O)NCCC1=CCCCC1)C(=O)CO2 do in these assays?
Spn MK inh: 0.0; DPM-DC inhibit: inactive; HT1080 cytotoxicity: -4.6%; Alkaline phosphatase: 15.7%; LYP inhibition: 9.4%; Spn PMK inh: 12.0; KRASV12 cytotoxicity: -1.9%; HPDE-C7 viability: -22.8%; Bfl-1 displacement: 1.7%

How did O=C(Oc1ccccc1)c1ccc2nccnc2c1 do in these assays?
Spn MK inh: 4.0; DPM-DC inhibit: inactive; HT1080 cytotoxicity: 10.4%; Alkaline phosphatase: 5.0%; LYP inhibition: -1.5%; Spn PMK inh: 6.0; KRASV12 cytotoxicity: -6.6%; HPDE-C7 viability: -7.2%; Bfl-1 displacement: -1.7%

Screening results as filed in PubChem BioAssay.
